Screens: PubChem, several laboratories
M4 antag = CHRM4 antagonism in calcium assay. P08173. CHO-hM4 cells, ACh EC80, Fluo-8 calcium fluorescence. inhibition, % at 3 µM. 0.73% of 360,000 active;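 active = inhibition above its plate's cutoff, the mean inhibition of sample wells plus 3 SD, cut at about 27% in these data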;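 also: 0% = acetylcholine EC80 with DMSO and 100% = DMSO without agonist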
Target sequence (P08173 whole entry, looked up): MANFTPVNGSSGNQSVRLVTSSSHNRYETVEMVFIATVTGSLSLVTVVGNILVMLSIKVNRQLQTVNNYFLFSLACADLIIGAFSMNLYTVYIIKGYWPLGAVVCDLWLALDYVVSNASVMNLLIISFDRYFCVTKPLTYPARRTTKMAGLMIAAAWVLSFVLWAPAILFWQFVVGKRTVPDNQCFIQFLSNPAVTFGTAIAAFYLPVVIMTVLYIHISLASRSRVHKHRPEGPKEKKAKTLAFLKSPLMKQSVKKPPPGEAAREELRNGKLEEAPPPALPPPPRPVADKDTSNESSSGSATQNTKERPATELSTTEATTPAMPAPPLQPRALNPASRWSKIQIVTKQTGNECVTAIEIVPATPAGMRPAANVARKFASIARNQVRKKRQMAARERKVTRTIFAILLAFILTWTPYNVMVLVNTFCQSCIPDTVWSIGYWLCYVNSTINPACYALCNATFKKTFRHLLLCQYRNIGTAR
CHRM5 PAM = CHRM5 positive allosteric modulation; P08912; CHO-K1 hM5, Fluo-8 calcium, ACh EC20 PAM; 0% = ACh EC20, 100% = ACh EC100; activation, % at 3 µM; 0.3% of 360,000 active; AID 624038;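 active = activation above the run cutoff, the mean activation of all test compounds plus 3 SD, cut at about 18% in these data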
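Probe or stimulus: acetylcholine, EC20 level; Assay system: human M5 receptor in CHO-K1 cells; Schedule: compound preincubation 140 s before EC20 acetylcholine addition; Technique: intracellular calcium via Fluo-8 fluorescence; Dosing: single-point, 3 µM nominal; Read-out basis: percent activation from peak-over-basal fluorescence ratio, scaled EC20-to-EC100 acetylcholine; Repeats: one well per compound, no replicates.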
CHRM1 antagonist = antagonists of human M1 muscarinic receptor | 1.3% of 360,000 active | inhibition, % at 3 µM | P11229 | CHO-K1 hM1, Fluo-8 calcium fluorescence, ACh EC80 antagonist;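 active = percent inhibition above its own plate's cutoff, namely the mean of that plate's compound wells plus 3 SD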;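 also: peak over basal fluorescence ratio during 140 s after agonist addition; 0% = ACh EC80 plus DMSO and 100% = DMSO alone without agonist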
Target sequence (P11229 whole entry, looked up): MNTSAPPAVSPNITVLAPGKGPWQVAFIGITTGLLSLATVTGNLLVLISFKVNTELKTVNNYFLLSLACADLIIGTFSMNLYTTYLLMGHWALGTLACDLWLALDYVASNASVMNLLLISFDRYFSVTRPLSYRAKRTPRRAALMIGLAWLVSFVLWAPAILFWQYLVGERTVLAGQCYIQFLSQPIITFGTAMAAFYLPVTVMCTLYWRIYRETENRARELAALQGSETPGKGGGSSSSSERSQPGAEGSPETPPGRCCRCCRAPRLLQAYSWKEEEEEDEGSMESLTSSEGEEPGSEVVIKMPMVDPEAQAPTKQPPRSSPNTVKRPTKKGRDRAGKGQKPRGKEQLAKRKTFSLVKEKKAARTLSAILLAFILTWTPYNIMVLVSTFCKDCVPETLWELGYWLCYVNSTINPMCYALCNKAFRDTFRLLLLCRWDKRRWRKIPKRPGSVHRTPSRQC
M5 antag = antagonists of human muscarinic M5 receptor (CHRM5); AID 624040; inhibition, % at 3 µM; CHO-hM5 cells, Fluo-8 calcium fluorescence, ACh EC80; 0.59% of 360,000 active;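 active = inhibition above a per-plate cutoff, the mean of that plate's test compounds plus 3 SD, cut at about 27% in these data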;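 also: 0% = acetylcholine EC80 with DMSO and 100% = DMSO without agonist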
CHRM4 PAM = CHRM4 positive allosteric modulation. P08173. CHO-K1 hM4/Gqi5, Fluo-8 calcium fluorescence, ACh EC20; 0% = ACh EC20, 100% = maximal ACh. activation, % at 3 µM. 0.4% of 360,000 active;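 active = activation above its plate's cutoff, the mean activation of sample wells plus 3 SD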; also: some results filed as inactive read as strong as hits
M5 ag = agonists of human muscarinic M5 receptor (CHRM5); CHO-K1 hM5 cells, Fluo-8 calcium fluorescence; 0% DMSO wells, 100% maximal acetylcholine response; 0.19% of 360,000 active; activation, % at 3 µM; AID 624037; P08912;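 active = activation above the run's mean over test compounds plus 3 SD, cut at about 23% in these data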;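 also: signal is peak over basal fluorescence ratio across the kinetic read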
M4 ag = agonists of human muscarinic M4 receptor (CHRM4) | activation, % at 3 µM | CHO-K1 hM4/Gqi5, Fluo-8 calcium fluorescence; vehicle 0%, full acetylcholine response 100% | P08173 | AID 624127 | 0.14% of 360,000 active;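 active = activation above the run mean over all test wells plus 3 SD, cut at about 32% in these data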;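 also: peak over basal fluorescence ratio per well then scaled between controls; 0% = DMSO wells and 100% = acetylcholine at EC100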
M1 PAM = human CHRM1 positive allosteric modulation; CHO-K1 hM1, Fluo-8 calcium fluorescence, ACh EC20; 0% = ACh EC20, 100% = maximal ACh; activation, % at 3 µM; 0.088% of 360,000 active; AID 588819; in the data active = activation above about 19%, passing the limit was not always enough
CRFBP-R2 agonist = agonists of human CRF-binding protein/CRF-R2 receptor complex. HEK293 CRF-R2/CRF-BP, calcium dye fluorescence (FLIPR); percent of saturating CRF peptide response. activation, % at 13.2 µM. 0.46% of 350,000 active. AID 588473;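 active = activation of at least 50%, plus an integration ratio under a set limit after plate pattern correction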;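 also: plate controls were neutral control wells without compound for no effect and CRF at EC100 for full effect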
Numbers without * were called inactive; · = no result given.

Structure,M4 antag,CHRM5 PAM,CHRM1 antagonist,M5 antag,CHRM4 PAM,M5 ag,M4 ag,M1 PAM,CRFBP-R2 agonist
CC(NC(=O)COC(=O)/C=C/c1cccc(F)c1)c1ccccc1 (centres undefined),5.5,-1.7,-0.5,9.6,0.6,-0.6,1.9,4.4,0.9
O=S(=O)(NCCc1ccccc1)c1cccs1,8.0,0.2,-7.4,-4.6,1.3,-6.1,-0.6,8.2,-1.0
O=S(=O)(c1ccc(Br)s1)N1CCN(Cc2ccc3c(c2)OCO3)CC1,5.0,-21.1,2.9,8.6,-4.2,-6.1,-0.5,-6.2,-3.1
COC(=O)c1ccc2c(=O)[nH]c(COC(=O)c3cccc(S(=O)(=O)N4CCOCC4)c3)nc2c1,-4.6,6.4,-17.9,1.8,8.8,-1.9,0.8,12.1,1.0
O=C(NNC1CC(=O)N(c2ccc(Cl)cc2)C1=O)c1ccccc1Cl (centres undefined),0.5,0.9,-8.7,5.0,0.5,0.3,0.4,11.2,4.7
CCNc1nc(OC)nc(SCC(=O)Nc2ccccc2)n1,12.2,-8.6,-1.3,19.2,-9.4,-3.0,0.8,3.4,0.6
CCO[C@@H]1OC(C(=O)N2CCN(Cc3ccccc3)CC2)=C[C@H](C2CC2)[C@H]1CCCO,-12.6,-4.5,-20.2,14.8,1.1,-5.8,1.6,5.2,-0.4
CCc1cccc(NC2c3ccccc3C(=O)N2c2cccnc2)c1 (centres undefined),-8.4,-6.6,8.8,5.2,-1.4,-0.3,2.1,-6.2,-0.1
Cc1ccc(S(=O)(=O)NC(C(=O)Oc2ccc3c(C)c(Cl)c(=O)oc3c2)c2ccccc2)cc1 (centres undefined),-2.1,-3.4,9.3,4.8,-4.5,-0.5,0.5,-2.8,0.4
Nc1ccc(S(=O)(=O)c2ccc(Cl)cc2)cc1,11.6,-7.6,5.1,17.7,-10.6,-2.7,1.1,-4.5,4.0
O=C(CCCc1ccccc1)Nc1ccc2c(c1)OCCO2,3.5,-6.2,-6.2,10.0,9.2,-3.1,1.7,7.9,1.9
CCOC(=O)c1csc(NC(=O)c2cc(=O)c3ccccc3o2)n1,2.5,6.5,-0.1,1.5,-4.3,2.7,-0.3,8.4,-4.7
CC(Nc1n[nH]c(=O)[nH]c1=O)C(=O)N/N=C/c1cccs1 (centres undefined),-11.7,-6.5,-8.4,0.3,13.0,-1.9,0.4,7.7,1.5
Cc1cc(C)c(S(=O)(=O)N2CCC(C(=O)NCc3ccncc3)CC2)c(C)c1,0.5,4.5,-7.6,-6.2,2.8,-3.6,3.3,6.8,-2.7
COc1ccc(-n2c(O)c(C=Nc3ccccc3)c3ccccc3c2=O)cc1,-11.2,3.7,-3.2,-6.3,6.5,-3.1,0.4,3.8,4.0
CN(C)c1ccc(-n2cccc2/C=C2/SC(=Nc3ccc(F)cc3)NC2=O)cc1,-3.2,-2.2,0.2,0.9,1.2,1.0,-0.2,-4.9,0.2
Nc1c(N(CCC2=CCCCC2)C(=O)CCCOc2ccccc2)c(=O)[nH]c(=O)n1Cc1ccccc1,-6.8,4.7,-10.8,-6.7,9.8,3.6,0.6,6.7,0.7
O=C(C(=O)N1CCN(Cc2ccccc2)CC1)c1c[nH]c2ccccc12,-17.5,-4.7,-8.5,-1.6,3.2,3.3,5.5,3.2,-0.5
O=C(N/N=C/c1cc([N+](=O)[O-])ccc1O)Nc1ccccc1,-5.3,-14.8,0.7,18.7,-9.0,2.7,8.6,-7.1,-0.5
Cc1ccccc1CN1CCC(Oc2ccc(C(=O)NCc3ccccn3)cc2)CC1,-6.5,4.0,23.9,-3.6,-17.7,-7.1,3.0,-15.9,-1.4

Some values from the list.
Entry for CCNc1nc(OC)nc(SCC(=O)Nc2ccccc2)n1 under CRFBP-R2 agonist: 0.6
Entry for COc1ccc(-n2c(O)c(C=Nc3ccccc3)c3ccccc3c2=O)cc1 under M5 antag: -6.3
Entry for CN(C)c1ccc(-n2cccc2/C=C2/SC(=Nc3ccc(F)cc3)NC2=O)cc1 under M1 PAM: -4.9
Entry for CC(Nc1n[nH]c(=O)[nH]c1=O)C(=O)N/N=C/c1cccs1 (centres undefined) under M1 PAM: 7.7

(list continues)
Structure,M4 antag,CHRM5 PAM,CHRM1 antagonist,M5 antag,CHRM4 PAM,M5 ag,M4 ag,M1 PAM,CRFBP-R2 agonist
NC(=O)c1c(N)[nH]c(C(=O)c2ccccc2)c1-c1ccncc1,0.9,0.5,·,7.6,11.4,0.6,0.4,·,·
CCC(c1nc2ccccc2c(=O)n1CCN1CCOCC1)N1C(=O)c2ccccc2C1=O (centres undefined),5.7,-0.3,6.8,1.1,-3.5,0.3,0.0,-7.5,-1.2
CC(=O)NC1=NC(=O)/C(=C/c2cc(C)n(-c3cccc(C(=O)O)c3)c2C)S1,6.3,6.8,0.6,-6.7,-1.3,3.5,1.3,-0.2,5.8
CC(=O)Nc1ccc(S(=O)(=O)NCC2CCC(C(=O)N3CCCCCC3)CC2)cc1 (centres undefined),10.8,-1.4,2.0,-0.1,-0.7,2.2,0.6,11.1,-1.4
O=C(Nc1ccccc1Br)C1CCCN1S(=O)(=O)c1cccc2nsnc12 (centres undefined),-1.1,-1.9,-4.4,-0.9,-0.7,-3.2,2.8,10.0,-1.7
N#Cc1cccnc1N1CCN(C(=O)COCC(=O)O)CC1,-9.7,6.8,0.8,2.4,2.0,0.1,0.3,21.1,-0.5
CC(C)OCCCn1c(SC(C)C(=O)NCC2CCCO2)nc2cc(Cl)ccc2c1=O (centres undefined),0.5,-6.5,-8.1,4.0,7.0,1.7,0.3,0.1,-1.1
NC(Cc1ccc(F)cc1)c1csc(Nc2cc(NCc3ccco3)ncn2)n1 (centres undefined),8.0,-0.1,11.5,3.6,-2.2,3.8,8.5,-5.2,·
CN(Cc1ccccc1)C(=O)c1ccc(Nc2nc(CN)cs2)nc1,8.9,5.6,8.3,-13.9,8.3,1.9,1.6,-0.9,·
COCCn1c(SCC(=O)NCc2ccc(OC)c(OC)c2)nc2ccccc21,-18.6,0.6,-16.8,5.6,6.0,-1.4,1.6,4.9,0.1
CCCNC(=O)C1(C)CCCN(C(=O)c2cc(C)nn2C(C)(C)C)C1 (centres undefined),-12.2,3.6,-17.5,-3.2,5.6,0.9,-0.2,6.2,·
O=C(NC(=S)N1CCN(c2nc(-c3ccccc3)cs2)CC1)c1cccnc1,-16.1,-4.9,-6.5,7.2,5.5,1.8,6.9,11.2,-1.1
COc1ccc(NC(=O)C(c2ccc(OC)cc2)N(Cc2ccco2)C(=O)CC2NC(=O)NC2=O)cc1 (centres undefined),-1.4,2.1,-10.5,2.0,-3.9,-1.2,0.8,5.8,1.4
COc1ccc(N2N=NN(C(C)C)C2=C(Cl)c2nnnn2-c2ccc(OC)cc2)cc1,-7.5,2.7,-20.7,10.9,1.2,-2.8,-0.3,9.9,-4.5
CCCCn1nc(C(=O)Nc2ccccc2N2CCCC2)c2ccccc2c1=O,-19.7,-1.6,-0.4,6.2,4.5,2.8,2.0,15.0,-2.1
CC(C)Oc1ccc(CCc2nnc(SC(C)C(=O)O)n2-c2ccccc2)cc1 (centres undefined),1.0,-1.7,-5.1,-5.4,-1.5,0.7,0.2,6.3,1.2
Cc1cccc(-c2csc(NC(=O)c3cnccn3)c2C(=O)OC(C)C)c1,8.0,-4.3,6.7,8.5,0.2,-1.7,-0.1,-4.6,4.1
CCCCn1c(N)c(N(CCC(C)C)C(=O)C2CCCC2)c(=O)[nH]c1=O,-9.2,-1.4,-4.7,3.1,0.3,4.2,0.2,3.1,-0.1
COc1cccc(-c2nnc(SCC(=O)Nc3cc(C)ccc3OC)n2N)c1,14.3,2.5,-3.8,-2.1,-0.1,0.3,1.5,6.9,-0.9
CCOC(=O)c1c(O)c2c([nH]c1=O)CCCC2,7.1,-0.1,-2.2,-0.3,6.3,0.2,-0.6,4.4,0.0

2 records drawn at random from those above, as already listed:
Structure,M4 antag,CHRM5 PAM,CHRM1 antagonist,M5 antag,CHRM4 PAM,M5 ag,M4 ag,M1 PAM,CRFBP-R2 agonist
CCOC(=O)c1c(O)c2c([nH]c1=O)CCCC2,7.1,-0.1,-2.2,-0.3,6.3,0.2,-0.6,4.4,0.0
COc1ccc(-n2c(O)c(C=Nc3ccccc3)c3ccccc3c2=O)cc1,-11.2,3.7,-3.2,-6.3,6.5,-3.1,0.4,3.8,4.0

(cont.)
Structure,M4 antag,CHRM5 PAM,CHRM1 antagonist,M5 antag,CHRM4 PAM,M5 ag,M4 ag,M1 PAM,CRFBP-R2 agonist
CCOc1cccc2cc(C(=O)N3CCc4ccccc4C3)c(=O)oc12,-0.3,-10.7,-8.9,7.8,10.8,2.6,9.2,0.7,-2.5
COc1cc(C(C)=O)ccc1OCC(O)CNCC(O)c1ccccc1 (centres undefined),3.3,-7.3,8.2,15.4,-8.9,-1.0,12.3,-2.6,2.9
Cc1ccc(C(=O)Nc2ccc(N3CCN(S(C)(=O)=O)CC3)cc2)cc1,-2.0,-2.8,-37.3,3.2,7.5,1.9,1.8,6.8,0.1
Cc1cccc(N2CCN(C(=O)c3ccc4[nH]c(C)c(C)c4c3)CC2)c1C,-2.6,-6.2,13.9,12.4,-0.4,-3.6,0.2,-3.6,0.2
CSc1nc2sc3c(c2c2nncn12)CCC3,-8.6,2.2,-9.2,-0.9,9.0,-1.1,0.3,10.2,2.9
Nc1nc(SCC(=O)NCCC(c2ccccc2)c2ccccc2)n[nH]1,16.7,-4.5,4.3,3.7,-2.4,-1.3,0.4,-1.9,-0.8
CCCCNC(=O)CCNS(=O)(=O)c1ccc(Br)cc1,-3.1,-2.1,-16.5,1.9,3.5,-0.1,0.3,15.2,-0.2
COc1ccc(C(=O)Nc2cc(C(F)(F)F)ccc2-n2cnc3ccccc32)cc1,9.2,-5.7,1.3,4.0,-9.9,-4.8,-0.2,3.5,-5.4
O=c1n(S(=O)(=O)c2cccc3cccnc23)c2ccccc2n1S(=O)(=O)c1cccc2cccnc12,-4.4,-2.1,-8.3,-10.4,-2.8,-1.2,2.4,5.4,11.8
Cc1ccc(Cc2c(-c3cccc(Br)c3)nc3c(Cl)cc(C(F)(F)F)cn23)cc1,-25.6,0.6,·,-8.0,12.8,1.1,0.7,·,·
COc1ccc(C2(C)NC(=O)N(CC(=O)Nc3ccc4ccccc4c3)C2=O)cc1OC (centres undefined),-2.7,-5.6,3.6,2.3,-7.2,-1.2,8.3,1.7,1.1
CNC(=O)COC(=O)/C=C/c1ccc(F)cc1,-3.4,-0.1,-8.0,1.3,1.0,0.5,2.4,7.7,-0.9
COCCNc1nc(SCC(=O)N2CCN(c3ccccc3OC)CC2)nc2ccccc12,11.7,-10.3,5.5,12.8,-20.8,-1.5,9.4,-6.9,1.0
Cc1cc(C)cc(NC(=O)CN2CCC(NC(=O)c3ccccc3F)CC2)c1,6.4,-9.8,-13.9,19.5,-0.8,-2.8,-0.9,3.9,-6.9
Cc1onc(C(=O)NC(C)c2ccccc2)c1[N+](=O)[O-] (centres undefined),2.9,-4.9,1.6,1.2,3.4,-2.7,0.1,5.5,-1.7
Cc1nn(CC(=O)N(C)C)c(C)c1S(=O)(=O)N1CCOCC1,6.2,3.3,-10.7,9.1,9.8,0.9,0.7,10.6,-0.5
